SKKanGAS inh: blocks kanamycin growth of S. pyogenes SKKanGAS strain; actives 1.3% (n = 300,000); BacTiter-Glo, 6 h; inhibition, % at 7.5 µM;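 active means mean replicate score, as percent of positive control median, at least 50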;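 further: strain carries kanamycin resistance gene driven by streptokinase promoter and grows in 40 µg/ml kanamycin; loss of luminescence reflects streptokinase promoter inhibition or plain growth inhibition; 0% = median of DMSO wells and 100% = positive control at its reference dose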
MrgX1 antag: blocks BAM8-22 activation of human MrgX1 receptor; MRGX1-HEK293 calcium flux, Fluo-4, BAM8-22 antagonism; active compounds read low; B-score at 10 µM; actives 1.3% (n = 310,000); AID 588676;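 active means calcium-response B-score plate-corrected more than 3 library SD below zero, starting fluorescence within 5 deviations, no agonist response on first addition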;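 further: peak minus trough fluorescence over baseline after final BAM8-22 challenge near maximal dose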
Target sequence (Q96LB2 whole entry, looked up): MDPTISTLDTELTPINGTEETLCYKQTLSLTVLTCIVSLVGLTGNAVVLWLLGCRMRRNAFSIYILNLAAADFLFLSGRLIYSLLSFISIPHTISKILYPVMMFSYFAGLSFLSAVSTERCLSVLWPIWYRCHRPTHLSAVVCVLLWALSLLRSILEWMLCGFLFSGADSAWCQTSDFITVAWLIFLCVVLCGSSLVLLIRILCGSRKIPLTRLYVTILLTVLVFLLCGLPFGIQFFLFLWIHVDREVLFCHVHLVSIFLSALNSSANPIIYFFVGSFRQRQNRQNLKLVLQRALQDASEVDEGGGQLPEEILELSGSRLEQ
TRPC6 activator: activates the mouse TRPC6 cation channel; HEK293-TRPC6 membrane potential dye fluorescence; active compounds read high; B-score at 10 µM; actives 0.13% (n = 310,000);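 active means B-score of the integrated fluorescence ratio above library mean plus 3 SD, and starting fluorescence ratio within library mean plus 5 SD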;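 further: higher score means more depolarization so channel activation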
Platelet DG rel: platelet dense granule release activity. human platelet-rich plasma, SFLLRN dense granule ATP release, luminescence. inhibition, %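 (compounds screened at 7.5 µM in platelet-rich plasma)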. actives 0.22% (n = 300,000);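 active means mean replicate score, as percent of positive control, at or above 50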
TRPC6 inh: inhibitors of mouse TRPC6 channel | Q61143 | HEK293-TRPC6, membrane potential dye, ACh-evoked depolarization; active compounds read low | B-score at 10 µM | actives 1.1% (n = 310,000) | AID 2553;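 active means B-score under library mean minus 3 SD, initial fluorescence not abnormally high, positive integrated signal ratio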;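 further: B-score derived from integrated fluorescence ratio over the kinetic read; more negative B-score means stronger inhibition of depolarization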
MrgX1 PAM: allosterically activates human MrgX1 receptor signaling. Q96LB2. MrgX1-HEK293, Fluo-4 calcium flux, FDSS; active compounds read high. B-score at 10 µM. actives 0.63% (n = 310,000). AID 588675;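 active means plate-corrected calcium response at least 3 library SD above typical, normal starting fluorescence, not activating the receptor alone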;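 further: compound read alongside a low EC10 to EC30 dose of BAM8-22 agonist; peak minus trough fluorescence over baseline measured at the second addition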
MrgX1 agonist: agonists of human MrgX1 receptor. actives 0.44% (n = 310,000). Q96LB2. MrgX1-HEK293 cells, Fluo-4 calcium fluorescence, agonist mode; active compounds read high. AID 588627. B-score at 10 µM;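 active means calcium response B-score plate-corrected fluorescence ratio at least 3 library SD, with starting fluorescence B-score inside 5 SD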
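Material: MrgX1-expressing HEK293 cells; input: 15,000 cells per well; doses: test compound given as first of three sequential additions; schedule: overnight plating before 1 h dye loading; technique: Fluo-4 NW calcium-flux fluorescence, kinetic read; evaluation: baseline-normalised fluorescence change ratio, B-scored; control set: plate-wise positive and negative controls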
TRPC4 block: TRPC4 (mouse) channel inhibition. AID 2247. HEK293 TRPC4beta/mu-opioid, DAMGO-evoked Fluo4 calcium flux; active compounds read low. B-score at 10 µM. actives 0.39% (n = 300,000);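 active means B-score over 3 SD under the library average, no early fluorescence shift, positive overall ratio signal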
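Signal: kinetic Fluo4 fluorescence imaging of calcium influx. Material: stable TRPC4beta/mu-opioid receptor HEK293 cells. Probe or stimulus: DAMGO in two steps, submaximal then maximal.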
RGS4 pot: RGS4 potentiation or activation; HEK293 M3R/inducible RGS4, carbachol calcium flux Fluo4; active compounds read low; B-score at 10 µM; actives 0.92% (n = 310,000);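 active means B-score of the integrated calcium signal more than 4 SD below the library mean, with starting fluorescence not abnormally high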;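 further: negative B-score means reduced calcium response which marks RGS4 activation or potentiation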
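Material: M3R-expressing HEK293 line, RGS4 induced by doxycycline | Schedule: Overnight RGS4 induction, 30 min dye load 37 °C, 20 min compound RT | Measured by: Fluo4 fluorescence kinetic imaging of calcium | Read-out: Integrated calcium ratio converted to B score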
HIF act: HIF pathway transcriptional activation | U2OS HRE-luciferase reporter, luminescence; normalized: DMSO 0%, desferrioxamine 100% | actives 0.32% (n = 300,000) | activation, % at 7.5 µM (by protocol);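 active means mean activation of at least 10% of the iron chelator positive control signal, with at least half of replicates also reaching 10%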
RGS4 inh: human RGS4 inhibition | HEK293 M3R/RGS4 inducible, Fluo-4 calcium flux; active compounds read high; triggered by carbachol at its EC20 | actives 0.45% (n = 310,000) | AID 463165 | P49798 | B-score at 10 µM;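 active means B-score, a plate-corrected calcium signal, over three deviations above library mean, with baseline fluorescence within five deviations of library mean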;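 further: RGS4 expression induced by doxycycline in cells with stable M3 receptor; B-score is computed from the integrated fluorescence ratio over baseline after carbachol; higher B-score means a larger calcium signal and so more RGS4 inhibition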
Target sequence (P49798 whole entry, looked up): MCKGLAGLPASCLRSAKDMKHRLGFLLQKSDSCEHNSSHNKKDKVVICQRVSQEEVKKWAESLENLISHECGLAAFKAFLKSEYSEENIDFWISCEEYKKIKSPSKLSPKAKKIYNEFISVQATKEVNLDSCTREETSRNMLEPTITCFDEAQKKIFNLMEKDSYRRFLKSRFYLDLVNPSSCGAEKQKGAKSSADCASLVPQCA
* = called active by the depositor; i = inactive; x = no result given. The order is random. Share with any hit: about 6.1%.

SMILES	SKKanGAS inh	MrgX1 antag	TRPC6 activator	Platelet DG rel	TRPC6 inh	MrgX1 PAM	MrgX1 agonist	TRPC4 block	RGS4 pot	HIF act	RGS4 inh
COc1ccc(CCNC(=O)Cc2ccc(OC)c(OC)c2)cc1OC	-1	i	i	8	i	i	i	i	i	0.0	i
CCCNC(=O)Nc1ccc(C(F)(F)F)cc1	4	i	i	-1	i	i	i	i	i	0.5	i
CC(=O)C1=C(C)OC(N)=C(C#N)C1c1cccc([N+](=O)[O-])c1 (centres undefined)	1	i	i	9	i	i	i	i	i	-0.2	7.2*
O=C(c1cc2ccccc2c(=O)o1)N1CCc2ccccc2C1	-2	i	i	0	i	i	i	i	i	0.3	i
CC1CCN(CCCCOc2ccccc2Br)CC1	2	i	i	29	i	i	i	i	i	0.2	i
O=C(COc1ccc2ccccc2c1)NNC(=O)c1cnccn1	-4	i	i	9	i	i	i	i	i	-0.2	i
Cc1ccc(Oc2nc(-c3ccccc3)ncc2S(=O)(=O)c2ccc(C)cc2)cc1	0	i	i	9	i	i	i	i	i	-0.1	i
Nc1cc(=O)[nH]c(SCC(=O)c2ccc(F)cc2)n1	4	i	i	14	i	i	i	i	i	1.1	i
CCOC(=O)C1CCCN(C(=S)Nc2cccc(Cl)c2)C1 (centres undefined)	3	i	i	2	i	i	i	i	i	0.6	i
O=C(CNC(=O)c1ccncc1)N/N=C/c1ccccn1	-1	i	i	-2	i	i	i	i	i	0.0	i
CC12CC(NC(=O)N1c1cccc(C(=O)NCc3ccccn3)c1)c1ccccc1O2 (centres undefined)	-4	i	i	8	i	i	i	i	i	0.3	i
O=C(Nc1nnc(-c2ccccc2SCc2ccccc2)s1)Nc1ccccc1F	4	i	i	-3	i	i	i	i	i	2.0	i
O=C(NC1CCCCCC1)C1CCCN(S(=O)(=O)c2cnc[nH]2)C1 (centres undefined)	0	i	i	1	i	i	i	i	i	x	i
S=c1[nH]nc(-c2cc3c(s2)-c2ccccc2CC3)o1	73*	i	i	-5	i	i	i	-6*	i	1.8	i
O=C(Cn1nc(-c2ccco2)ccc1=O)Nc1ccc(Br)cc1	-10	i	i	-20	i	i	i	i	i	-0.3	i
Cc1ccc(C(=O)NCC(=O)N2CCc3ccccc3C2)cc1C	-6	i	i	6	i	i	i	i	i	-1.9	i
CCOc1ccc(NC(=S)Nc2ccc(OCc3ccccc3)cc2)cc1	3	i	i	3	i	i	i	i	i	-2.0	i
O=C(CSc1nnc(-c2ccccc2)n1-c1ccc(Cl)cc1)NNC(=S)Nc1ccccc1	9	i	i	-12	i	i	i	i	i	0.0	i
COc1ccccc1CNC(=O)C1=C(C)C(=O)OC12CCC(C)CC2 (centres undefined)	0	i	i	7	i	i	i	i	i	-0.1	i
O=C(CSc1nc2ccccc2[nH]1)Nc1ccc2c(c1)CCC2	2	i	i	8	i	i	i	i	i	0.1	i
CCC(=O)Nc1ccc2c(c1)ncn2-c1ccccc1	1	i	i	-2	i	i	i	i	i	2.2	i
N=c1n(Cc2ccccc2Cl)c2ccccc2n1CC(O)c1ccco1 (centres undefined)	-1	i	i	3	i	i	i	i	i	-0.9	i
CCOC(=O)/C(=C/c1ccc(Cl)cc1)NC(=O)c1ccco1	1	i	i	4	i	i	i	i	i	-0.1	i
O=C(Nc1ccon1)C(Sc1ccccc1)c1ccccc1 (centres undefined)	-5	i	i	4	i	i	i	i	i	-0.5	i
CCN1C(=O)/C(=C2/Sc3ccc(OC)cc3N2C)SC1=Nc1ccc(OC)cc1	0	i	i	4	i	i	i	i	i	0.0	i
SMILES	SKKanGAS inh	MrgX1 antag	TRPC6 activator	Platelet DG rel	TRPC6 inh	MrgX1 PAM	MrgX1 agonist	TRPC4 block	RGS4 pot	HIF act	RGS4 inh
CCc1nnc(NC(=O)CSc2ccc(-c3ccccc3OC)nn2)s1	-4	i	i	0	i	i	i	i	i	0.1	i
CC(=O)N(Cc1nc2sc(C)c(C)c2c(=O)[nH]1)C1CCCC1	1	i	i	-3	i	i	i	i	i	-0.6	i
O=C(N/N=C/c1ccco1)c1ccc(NC(=O)c2ccc(Cl)cc2)cc1	3	i	i	4	i	i	i	i	i	-0.2	i
CNC(=O)C(NC(=O)c1ccccc1)=C(C)C	1	i	i	7	i	i	i	i	i	-0.5	i
CC(C)CCNC(=O)C(c1ccncc1)N(Cc1cccs1)C(=O)Cn1nnc(-c2ccc(F)cc2)n1 (centres undefined)	15	i	i	-3	i	i	i	i	i	4.3	i
OCC[C@@H]1C[C@H](O)[C@@H](O)[C@@]2(Cc3ccccc3CO2)O1	8	i	i	-4	i	i	i	i	i	-0.5	i
Cn1cc(CN2CCCC(CO)(Cc3ccccc3)C2)cn1 (centres undefined)	14	i	i	-2	i	i	i	i	i	-0.3	i
O=C(c1ccc(F)cc1F)N1CCN(c2n[nH]c(=O)[nH]c2=O)CC1	-2	i	i	-3	i	i	i	i	i	0.2	i
CC(=O)Nc1ccc(-c2csc(Nc3ccccn3)n2)cc1	-17	i	i	26	i	i	i	i	i	3.2	i
CCN1CCN(C(=O)CN(c2cccc(Br)c2)S(=O)(=O)c2ccccc2)CC1	4	i	i	1	i	i	i	i	i	-6.0	i
Cn1nnnc1Sc1ncnc2scc(-c3ccccc3)c12	12	i	i	7	i	i	i	i	i	1.2	i
O=C(N/N=C1\CCCc2ccccc21)c1ccccc1[N+](=O)[O-]	-3	i	i	8	i	i	i	i	i	0.8	i
CCOc1ccc(CN(C)CC(=O)NCc2ccccc2)cc1	-10	i	i	-4	i	i	i	i	i	0.1	i
O=C(CSc1nnc2ccc(-c3ccc(Br)cc3)nn12)NCC1CCCO1 (centres undefined)	-2	i	i	15	i	i	i	i	i	0.4	i
COc1cc(C(=O)N(CCc2ccccc2)C2=CC3CCC(C2)N3C)cc(OC)c1OC (centres undefined)	-1	i	i	5	i	i	i	-7*	i	-0.2	i
CC(C)CC(=O)Nc1ccc([N+](=O)[O-])cc1Cl	4	i	i	1	i	i	i	i	i	-0.9	i
Nn1c(SCC(=O)Nc2ccc3c(c2)OCCO3)nnc(CCC(=O)O)c1=O	4	i	i	14	i	i	i	i	i	-0.1	i
Cc1ccc(S(=O)(=O)/N=C(/c2ccc(F)cc2)N(C)C)cc1	-1	i	i	-2	i	i	i	i	i	-17	i
Cc1ccc(C)c(NC(=S)NCc2cccn2C)c1	12	i	i	3	i	i	i	i	i	-0.3	i
Cc1ccccc1NC(=O)Cn1nnc(-c2ccc(N3CCOCC3)cc2)n1	3	i	i	-5	i	i	i	i	i	0.5	i
COc1ccccc1CC(NC(C)=O)C(=O)NC1CCN(S(=O)(=O)c2ccc(NC(C)=O)cc2)CC1 (centres undefined)	2	i	i	-6	i	i	i	i	i	0.2	i
O=C1c2ccccc2C(=O)N1Cc1nc2ccccc2c(=O)n1Cc1ccco1	-1	i	i	-10	i	i	i	i	i	0.3	i
O=C(O)Cn1nc(-c2ccccc2)oc1=O	2	i	i	-6	i	i	i	i	i	-0.2	i
C=CCn1c(=O)c2ccccc2n2c(SCc3cc(=O)n4ccsc4n3)nnc12	-2	i	i	0	i	i	i	i	i	-0.3	i
CC(=O)Nc1cc2nc(C)n(Cc3ccccc3)c2nc1C	0	i	i	1	i	i	i	i	i	1.2	i

Quoted from the listing (4 entries):
SMILES	SKKanGAS inh	MrgX1 antag	TRPC6 activator	Platelet DG rel	TRPC6 inh	MrgX1 PAM	MrgX1 agonist	TRPC4 block	RGS4 pot	HIF act	RGS4 inh
CCc1nnc(NC(=O)CSc2ccc(-c3ccccc3OC)nn2)s1	-4	i	i	0	i	i	i	i	i	0.1	i
CC(=O)N(Cc1nc2sc(C)c(C)c2c(=O)[nH]1)C1CCCC1	1	i	i	-3	i	i	i	i	i	-0.6	i
O=C(N/N=C/c1ccco1)c1ccc(NC(=O)c2ccc(Cl)cc2)cc1	3	i	i	4	i	i	i	i	i	-0.2	i
CNC(=O)C(NC(=O)c1ccccc1)=C(C)C	1	i	i	7	i	i	i	i	i	-0.5	i

(more compounds)
SMILES	SKKanGAS inh	MrgX1 antag	TRPC6 activator	Platelet DG rel	TRPC6 inh	MrgX1 PAM	MrgX1 agonist	TRPC4 block	RGS4 pot	HIF act	RGS4 inh
Cc1c(C(=O)/C=C/N(C)C)nnn1-c1ccc(Cl)cc1C#N	-1	i	i	14	i	i	i	i	i	0.3	i
O=C(c1coc(=O)c2ccccc12)N1CCN(Cc2ccccc2)CC1	-4	i	i	-2	i	i	i	i	i	-0.3	i
CSCC[C@H](NC(=O)NCc1ccccc1F)C(=O)O	-5	i	i	2	i	i	i	i	i	-0.2	i
Cc1cccc(NC(=O)CN2C(=O)CNC2=O)c1	-9	i	i	-3	i	i	i	i	i	-0.6	i
COc1cccc(/C=N/NC(=O)C(=O)NCc2cccnc2)c1O	7	i	i	-1	i	i	i	i	i	0.2	i
CCC(=O)Nc1cc(C(F)(F)F)ccc1N1CCCC1	13	i	i	-2	i	i	i	i	i	0.2	i
CN1CCN(NC(=O)c2ccc(Cl)c(S(=O)(=O)Nc3ccc(Cl)cc3)c2)CC1	-18	i	i	-8	i	i	i	i	i	-7.4	i
COc1ccc(CN2C(=O)CCC(C(=O)O)C2c2ccccc2)cc1 (centres undefined)	10	i	i	0	i	i	i	i	i	-0.1	i
COc1cc(/C=C2\SC(N)=NC2=O)ccc1OCC(=O)Nc1ccc(C)cc1	11	i	i	16	i	i	i	i	i	2.2	i
CN(CC(=O)Nc1ccccc1[N+](=O)[O-])Cc1ccc(Br)cc1	17	i	i	-2	-5.4*	i	i	i	i	-0.8	i
COc1ccc2c(c1)C(=O)C(=O)N2	-1	i	i	1	i	i	i	i	i	0.2	i
O=C(Nc1ccc(Oc2ccccc2)nc1)C1CCCCN1Cc1ccco1 (centres undefined)	2	i	i	5	i	i	i	i	i	0.8	i
O=C(CSc1nc(-c2ccccc2)c(-c2ccccc2)[nH]1)N1CCN(S(=O)(=O)c2ccccc2)CC1	-8	i	i	4	i	i	i	i	i	-0.6	i
CCn1cc(C(=O)OCC(=O)c2ccc(Cl)cc2)c(=O)c2ccc(C)nc21	2	i	i	-11	i	i	i	i	i	0.8	i
Cc1ccc(CCNC(=O)CN2C(=O)COc3ccc(S(=O)(=O)N4CCCCC4)cc32)cc1	0	i	i	-7	i	i	i	i	i	0.6	i
CCC(C)NS(=O)(=O)c1ccc(S(=O)(=O)N(CCc2ccc(OC)c(OC)c2)Cc2cccs2)cc1 (centres undefined)	18	i	i	-10	i	i	i	i	i	-0.8	i

Screening results deposited in PubChem by several laboratories.
